# From PubChem BioAssay
# Shiga inhibitor – A qHTS for Small Molecule Inhibitors of Shiga Toxin | Vero cells, Shiga toxin protein synthesis inhibition reporter | inhibition, % at 38.7 µM | hit rate 9.2% among 290,000; in the data active = inhibition mostly above about 28%, no sharp cut-off; inactive = mostly below about 43%; also: 0% is about no effect
# Pf growth 48h – Primary qHTS for delayed death inhibitors of the malarial parasite plastid, 48 hour incubation; P. falciparum luciferase growth in erythrocytes, 48 h; Potency, µM (highest dose often 28.7 µM), inactives show at the highest dose activity change, negative = inhibition, actives largely listed as inhibitors; hit rate 5.9% among 310,000; also: potency is read from the fitted curve at half-maximal effect; % is scaled to controls: 0 for no effect and ±100 for the full control effect
#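 Compounds are pin-transferred into medium, infected erythrocytes (2% hematocrit, 0.1% parasitemia final) are added, and plates sit one parasite generation at 37 C in 5% CO2. Detection reagent is then added and luminescence measured.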
# LmPK inhibitor – qHTS Assay for Inhibitors of Leishmania Mexicana Pyruvate Kinase (LmPK). Potency, µM (highest dose often 57.5 µM), without a hit: at the top dose activity change, negative = inhibition, usual class: inhibitors. Q27686. purified LmPK, Kinase-Glo ATP luminescence, 1 h. hit rate 0.37% among 290,000; also: potency is read from the fitted curve at half-maximal effect; % is scaled to controls: 0 for no effect and ±100 for the full control effect
# Target sequence (Q27686 whole entry, looked up): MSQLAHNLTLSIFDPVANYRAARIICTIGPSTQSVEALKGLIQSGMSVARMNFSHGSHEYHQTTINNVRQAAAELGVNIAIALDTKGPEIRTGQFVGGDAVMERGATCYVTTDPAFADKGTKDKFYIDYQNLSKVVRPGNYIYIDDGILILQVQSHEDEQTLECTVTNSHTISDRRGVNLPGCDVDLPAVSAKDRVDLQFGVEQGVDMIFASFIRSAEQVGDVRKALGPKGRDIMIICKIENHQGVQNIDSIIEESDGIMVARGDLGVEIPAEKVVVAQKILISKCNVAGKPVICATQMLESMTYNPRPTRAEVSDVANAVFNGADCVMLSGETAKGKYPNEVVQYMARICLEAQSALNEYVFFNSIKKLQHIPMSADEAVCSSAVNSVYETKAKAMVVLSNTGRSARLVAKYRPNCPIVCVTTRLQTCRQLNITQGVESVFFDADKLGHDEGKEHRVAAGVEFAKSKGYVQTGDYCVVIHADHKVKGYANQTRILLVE
#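 qHTS format; LmPK 0.1 nM; substrates PEP 0.5 mM and ADP 0.1 mM. One-hour room-temperature incubation, then coupled luciferase luminescence; 0.5 nM enzyme wells mark activation.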
# Pf growth 96h – Primary qHTS for delayed death inhibitors of the malarial parasite plastid, 96 hour incubation; P. falciparum luciferase reporter growth, 96 h; Potency, µM (highest dose often 28.7 µM), for the others: top-dose activity change, negative = inhibition, usual class: inhibitors; hit rate 6.9% among 320,000; AID 504834, 2011; also: potency is read from the fitted curve at half-maximal effect; % is scaled to controls: 0 for no effect and ±100 for the full control effect
#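 Delayed-death screen, second-generation endpoint: infected erythrocytes, 2% hematocrit, 0.05% parasitemia final; 96 hours at 37 C, 5% CO2; luciferase detection reagent; luminescence decrease equals reduced growth.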
# TbPYK inhibitor – qHTS of Trypanosoma Brucei Inhibitors; pyruvate kinase (Trypanosoma brucei), Q57TT1; TbPYK enzyme, Kinase-Glo Plus ATP luminescence, 45 min; Potency, µM (doses to about 76.8 µM), without a hit: at the highest dose activity, negative = inhibition, hits mostly inhibitors; hit rate 0.12% among 410,000; also: potency is read from the fitted curve at half-maximal effect; % is scaled to controls: 0 for no effect and ±100 for the full control effect; nearly all actives have a fitted effect of over 50% in size
#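 Glycolytic pyruvate kinase of T. brucei was incubated with substrate, test compound and 130 uM ADP for 45 minutes at room temperature. Luminescent Kinase-Glo Plus signal was measured after 10 minutes.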
# Cycloheximide cs – Cycloheximide Counterscreen for Small Molecule Inhibitors of Shiga Toxin. cell reporter, cycloheximide protein synthesis inhibition counterscreen. hit rate 12% among 300,000. max response, %; in the data active = max response mostly above about 13%, no sharp cut-off; inactive = mostly below about 14%; also: read at 38.3 µM for the half of the compounds with a filed dose; 0% is about no effect
# HCV inhibitor – qHTS Assay for Inhibitors of Hepatitis C Virus (HCV) | Huh7.5.1 HCVcc-Cre infection, luciferase reporter, 44 h | Potency, µM (series often up to 41.8 µM), inactives show at the highest dose activity change, negative = inhibition, most hits filed as inhibitors | hit rate 3.4% among 340,000 | AID 651820, 2012; also: potency is read from the fitted curve at half-maximal effect; % is scaled to controls: 0 for no effect and ±100 for the full control effect
#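 After 44 h co-culture of compound, cells and HCVcc-Cre (~0.5 moi), substrate is added for 15 min at room temperature and luciferase measured over 15 sec. Cells were seeded at 1,000/well and pre-cultured 4 h.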
# Active calls of the source: *; u = inconclusive; x = not tested or not shown; & = joins results of further samples; [ ] = remark or other dose. Unless noted, calls follow the shape of the dose curve; as a rule, active = well fitted curve in the direction sought with a large enough effect; inconclusive = small, poorly fitted or top-dose-only effect, or another doubt; inactive = no such curve, though single readings can be large; an effect the other way counts as inactive or inconclusive.
SMILES,Shiga inhibitor,Pf growth 48h,LmPK inhibitor,Pf growth 96h,TbPYK inhibitor,Cycloheximide cs,HCV inhibitor
COc1cc2c(cc1OC)C(/C=C/c1ccco1)=NCC2,-7.7,u,4.9%,u,6.4%,-3.1,u
Cc1ccc(C(=O)NC(=S)NCC2CCCO2)cc1[N+](=O)[O-] (stereo unspecified),15.1,0.7%,-2.2%,17.1%,-6.5%,4.7,-14.4%
O=C(CN1CCCCC1)Nc1ccccc1-c1ccccc1,-4.9,-17.0%,-2.1%,x,-6.4%,-1.0,5.5%
Cc1nn(-c2ccc3ccccc3c2)c(=O)c2ccccc12,114.9*,178.1%[activator],-0.7%,54.4%[activator],-6.3%,51.0*,u
CC(=O)Nc1cccc(NC(=O)c2ccc([N+](=O)[O-])cc2Cl)c1,12.0,19.0%,-1.9%,13.9%,-16.8%,1.5,-3.5%
COc1cc(C2CC(=O)Nc3cc(C)c(C)cc32)cc(OC)c1OC (stereo unspecified),20.6,-26.1%,0.9%,u,-3.7%,-4.2,u
O=c1c2ccc([N+](=O)[O-])cc2ncn1CCOc1ccc(Cl)cc1,-10.9,u,0.3%,-19.5%,0.9%,-3.1,-7.0%
CCCCCC(=O)N1CCN(CCN=CC2=C(O)CC(c3ccco3)CC2=O)CC1 (stereo unspecified),-7.3,-7.1%,2.4%,3.7%,3.8%,1.9,11.3%
Clc1nc(Cl)nc(N(c2ccccc2)c2ccccc2)n1,3.7,-6.2%,5.2%,u,2.2%,-0.8,-21.5%
C=CCn1c(C)nnc1SCC(=O)Nc1cc(S(=O)(=O)N2CCCC2)ccc1Cl,x,-10.7%,x,-10.8%,-0.6%,x,u
O=C(Nc1ccc(F)cc1)Nc1ccc(S(=O)(=O)N2CCCC2)cc1,x,13.1µM*,x,7.38µM*,1.2%,x,-3.9%
Cc1ccc(NC(=O)c2cc3c(=O)oc4ccc(C)cc4c3s2)nc1,-5.2,10.3%,0.8%,33.9%[activator],x,-1.0,x
CC1CCN(S(=O)(=O)c2cccc(C(=O)NNC(=O)c3ccco3)c2)CC1,4.4,-5.0%,1.6%,6.6%,-5.9%,4.9,-7.0%
CC(C)CC(NC(=O)CCCNC(=O)CCC(=O)OC1O[C@H]2OC3(C)CC[C@H]4[C@H](C)CCC(C1C)C24OO3)C(=O)O (stereo partly specified),25.4,u,4.1%,u,6.5%,7.8,u
CCc1ccccc1NC(=O)CSc1nnc(C2CC2)n1CC1CCCO1 (stereo unspecified),-3.4,-2.9%,-0.1%,1.9%,0.9%,-3.2,9.2%
COC(=O)c1nc(NC2=NCCCCC2)n[nH]1,-4.2,2.1%,-1.5%,u,-2.0%,-1.3,2.9%
O=C(COc1ccccc1-c1ccccc1)NCCN1C(=O)S/C(=C\c2cccnc2)C1=O,-2.2,u,1.5%,222.1%[activator],-16.0%,2.3,0.3%
COCc1cc(CNC(=O)C2CCC(=O)N(Cc3ccccc3F)C2)[nH]n1 (stereo unspecified),32.9,12.2%,-0.5%,22.9%,-2.8%,10.9,-0.3%
O=c1oc(-c2ccccc2)nc2c1C1(CCCCC1)Cc1ccccc1-2,-4.4,x,-4.4%,32.2%,-18.0%,10.6,6.5%
COc1ccc(CCNC(=O)c2c(O)c3c([nH]c2=O)CCCC3)cc1,-8.6,-21.6%,10.8%,x,0.8%,-0.7,4.4%
COc1ccccc1Nc1c2ccccc2nc2ccccc12,-2.9,7.38µM*,-5.1%,2.33µM*,-1.0%,-1.8,10µM*
O=C(c1ccccn1)N(CC1CCCO1)C1(C(=O)NC2CCCCC2)CCCCC1 (stereo unspecified),-15.9,u,2.2%,x,1.6%,-5.4,17.9%
CCOC(=O)CSc1nc2ccccc2c(=O)n1NC(=O)c1ccccc1,66.4*,346.7%[activator],-7.3%,7.38µM*,0.2%,37.2*,9.8%
COc1ccc2nc(NC(=O)[C@@H]3CCCN3C(=O)c3cccs3)sc2c1,60.1,0.7%,0.2%,11.8%,3.4%,15.2*,-8.5%
CCC(=O)Nc1ccc(N2CCCCC2)c(C(=O)Nc2ccc(OC)cc2)c1,-6.8,45.2%[activator],-2.0%,u,-4.5%,-4.4,u
CCCN(CC(=O)Nc1ccc(F)c(F)c1F)CC(=O)Nc1c(Cl)cccc1Cl,-6.2,u,2.0%,u,-5.9%,0.2,u
COc1ccc(N(C(=O)c2ccco2)S(=O)(=O)c2cc(OC)ccc2OC)cc1,12.7,u,-2.5%,x,-8.3%,2.6,-7.7%&-5.9%
CCOC(=O)c1sc(NC(=O)c2cncc(Br)c2)nc1C,56.5*,381.6%[activator],-3.6%,-16.9%,x,15.0,10.7%
COc1ccc(CCNC(=O)C2CC(c3ccccc3F)=NO2)cc1 (stereo unspecified),14.6,45.5%[activator],-4.5%,47.5%[activator],-5.8%,16.7,-2.8%
O=C(c1ccc2c(=O)n(-c3ccccc3)c(=O)[nH]c2c1)N1CCN(c2ccc(F)cc2)CC1,-5.7,-16.4%,-4.9%,37.7%[activator],x,-2.3,u
CCOc1c(Br)cc(CNc2ccc3c(c2)OCCO3)cc1OC,97.5*,x,10.9%,0.828µM*,-10.4%,48.8*,u
O=C(CSc1cccc[n+]1[O-])NCC1CCCCC1,1.5,-2.6%,6.4%,-16.1%,6.2%,2.4,10.8%
CC(C)COP(=O)(c1ccc(N(C)C)cc1)C(O)c1ccccc1 (stereo unspecified),-2.1,-5.2%,-4.1%,-17.1%,-3.8%,-2.6,9.9%
CCC(C(=O)NC1CCCCC1)n1c(SCc2cccc(F)c2)nc2ccncc21 (stereo unspecified),-6.3&-2.8,-22.5%,0.9%,-13.2%,6.1%&-0.2%,9.9&-2.9,u
Cc1cc(C)n(-c2ccc(C(=O)Nc3cc(C(F)(F)F)ccc3N3CCOCC3)cc2)n1,-16.0,-5.4%,-2.3%,-5.5%,-1.8%,-2.4,u
Cc1ccc(CN2CC(C(=O)N3CCN(S(=O)(=O)c4ccccc4)CC3)CC2=O)cc1 (stereo unspecified),x,u,x,-5.3%,-0.3%,x,2.0%
CCN(CC(=O)Nc1ccc(OC)cc1)C(=O)CSCC(=O)Nc1cc(C)on1,x,-3.1%,x,-1.3%,-3.5%,x,15.8%
Cc1cccc(N2CC(C(=O)OCC(=O)c3c(N)n(CC(C)C)c(=O)n(C)c3=O)CC2=O)c1C (stereo unspecified),x,-12.8%,x,0.0%,0.1%,x,-8.1%
Cc1nn(CCCC(=O)NCCc2ccccc2)c(=O)c2nccn12,15.3*,13.8%,-5.7%,11.6%,-4.0%,7.3,18.6%
O=C(CCN1CCOCC1)N1c2ccccc2Sc2ccc(Cl)cc21,4.2,-8.0%,-0.1%,15.8%,-1.2%,-6.8,-11.5%

# Given bar-delimited: 5 of the compounds above
canonical_smiles | Shiga inhibitor | Pf growth 48h | LmPK inhibitor | Pf growth 96h | TbPYK inhibitor | Cycloheximide cs | HCV inhibitor
O=C(CCN1CCOCC1)N1c2ccccc2Sc2ccc(Cl)cc21 | 4.2 | -8.0% | -0.1% | 15.8% | -1.2% | -6.8 | -11.5%
CCC(C(=O)NC1CCCCC1)n1c(SCc2cccc(F)c2)nc2ccncc21 (stereo unspecified) | -6.3&-2.8 | -22.5% | 0.9% | -13.2% | 6.1%&-0.2% | 9.9&-2.9 | u
Cc1cccc(N2CC(C(=O)OCC(=O)c3c(N)n(CC(C)C)c(=O)n(C)c3=O)CC2=O)c1C (stereo unspecified) | x | -12.8% | x | 0.0% | 0.1% | x | -8.1%
CCN(CC(=O)Nc1ccc(OC)cc1)C(=O)CSCC(=O)Nc1cc(C)on1 | x | -3.1% | x | -1.3% | -3.5% | x | 15.8%
Cc1nn(CCCC(=O)NCCc2ccccc2)c(=O)c2nccn12 | 15.3* | 13.8% | -5.7% | 11.6% | -4.0% | 7.3 | 18.6%

# Next entries.
SMILES,Shiga inhibitor,Pf growth 48h,LmPK inhibitor,Pf growth 96h,TbPYK inhibitor,Cycloheximide cs,HCV inhibitor
COc1ccc(N(CC(=O)Nc2ccccc2C(=O)NCC(C)C)S(C)(=O)=O)cc1,2.7,-12.7%,5.3%,-5.9%,1.0%,1.4,0.6%
CCOc1ccccc1/C=c1\sc2nc(-c3ccco3)nn2c1=O,-11.3,4.7%,13.6%,x,-4.9%,-2.7,11.7%&9.8%
C#CCC(NC(=O)c1ccc(C(F)(F)F)cc1)C(=O)NCCC (stereo unspecified),x,-7.0%,x,19.2%,4.7%,x,-20.1%
COc1cc(C(=O)OC2CCN(C)CC2)cc(OC)c1OC,-16.3,10.0%,0.2%,u,2.5%,-5.9,9.9%
Cc1cc(C(=O)N/N=C/c2c[nH]c3ccccc23)cs1,63.9*,35.1%[activator],2.1%,10.4%,2.9%,41.8*,4.5%
N#CC/C(N)=N/NC(=O)CCCNc1ncc(C(F)(F)F)cc1Cl,-3.9,36.7%[activator],-3.1%,11.1%,5.2%,0.4,-5.7%
CC1CCC/C(=C\Nc2ccc3c(c2)OCO3)C1=O (stereo unspecified),51.2*,x,1.0%,35.9%[activator],-14.3%,32.7*,8.7%
C=CCc1c(C)nc(SC)nc1Nc1ccc(C(=O)O)cc1,1.5,6.4%,-0.3%,-3.7%,-3.5%,-3.7,-6.3%
Cc1cc(C)cc(NC(=O)C2CCN(S(=O)(=O)c3ccc4[nH]c(=O)ccc4c3)CC2)c1,-4.0,u,3.0%,-24.7%,-2.5%,-2.7,10.3%
CCC1(CC)Cc2ccccc2-c2nc(NCCCO)[nH]c(=O)c21,-6.1,-2.8%,7.0%,-1.0%,-1.2%,-2.9,-7.6%
CSc1ccc(Cl)c(C(=O)OCC(=O)NC2CC2)c1,3.9,-8.7%,-0.3%,32.4%[activator],2.8%,-1.0,-1.7%
CCc1sc(-c2ccccc2)nc1C(=O)OC,11.6,18.4%,-6.5%,30.1%[activator],-7.7%,10.4,19.5%
Cc1cc(C(=O)N2CCC(C(F)(F)F)n3nccc32)on1 (stereo unspecified),-12.7,-27.6%,-0.8%,x,1.8%,0.4,-0.6%
CCOC(=O)c1ccc(NC(=O)CN2C(=O)CNC2=O)cc1,33.4,0.1%,0.4%,x,-1.9%,-2.3,14.8%
Cc1onc(-c2c(F)cccc2Cl)c1C(=O)OCC(=O)NC(N)=O,-11.0,11.4%,-1.3%,30.5%,-4.8%,10.1,u
O=C(C1Cc2ccccc2CN1S(=O)(=O)c1cccs1)N1CCCCCC1 (stereo unspecified),-3.8,-2.9%,4.7%,x,1.7%,-1.7,11.1%
CCOC(=O)Cc1csc(SCC(=O)NC2CCC(C)CC2)n1 (stereo unspecified),x,6.3%,x,33.6%[activator],5.1%,x,6.8%
CNc1ccccc1C(C)(C)c1cc(-c2cc(C)cc(C)c2)no1,-7.7,u,4.7%,9.28µM*,-3.1%,-6.9,u
CCN1CCN(C(=O)COc2ccc(S(=O)(=O)N(C)Cc3ccccc3)cc2)CC1,-5.6,-26.4%,4.1%,3.4%,-6.6%,-2.6,u
CN(C(=O)COC(=O)/C=C/c1cccs1)c1c(N)n(Cc2ccccc2)c(=O)[nH]c1=O,x,0.3%,x,6.6%,0.2%,x,8.8%
O=C(COc1ccc2ccccc2c1)N1CCN(C(=O)c2ccco2)CC1,-7.3,12.8%,-0.8%,28.2%,1.6%,12.5,-7.0%

# Outcome played no part in choosing rows. About 24% of those tested had a hit in this group.
